# Pol iota inh: blocks human DNA polymerase iota activity | Pol iota fluorescent replication assay, 10 min | Potency, µM (doses to about 115 µM), for the others: top-dose activity, negative = inhibition, actives largely listed as inhibitors | actives 1% (n = 390,000) | AID 588590
#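 Fluorescent replication assay read twice, at 0 min and 10 min after adding 50 nM (final) substrate. Enzyme (10 nM) and compounds were first incubated 15 min at room temperature; enzyme-free buffer wells were negative controls.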
# POLH inh: blocks human DNA polymerase eta activity; Q9Y253; recombinant Pol eta, fluorescent DNA replication assay; Potency, µM (series often up to 114 µM), inactives show at the highest dose activity change, negative = inhibition, most hits filed as inhibitors; actives 1.2% (n = 390,000); AID 588591; further: on the % scale 0 is the no-effect control and ±100 the full control effect
#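 Pol eta (10 nM) was preincubated with compounds for 15 min at room temperature, after which fluorescent replication substrate (50 nM final) was added to start the reaction. Fluorescence was read kinetically at 0 and 10 min.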
# Apoferritin bind: candidate novel general anesthetic via apoferritin binding. apoferritin/1-aminoanthracene competitive binding, fluorescence. Potency, µM (series often up to 77.5 µM), for the others: top-dose activity change, negative = displacement, actives largely listed as inhibitors. actives 0.074% (n = 350,000). P02791. AID 485281; further: on the % scale 0 is the no-effect control and ±100 the full control effect; nearly all actives have a fitted effect of over 20% in size
#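 Horse-spleen apoferritin (10 uM) in 50% saturated 1-aminoanthracene in PBS was incubated 10 min at room temperature with compound. Fluorescence (ex 380, em 535 nm) was normalized to free and bound 1-AMA, with concentration-response fitted by a four-parameter Hill equation.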
# G9a block: G9a (human) methyltransferase inhibition. Q96KQ7. G9a H3K9 monomethylation, AlphaScreen, 2 h. Potency, µM (top dose mostly 102 µM), for the others: top-dose activity, negative = inhibition, hits mostly inhibitors. actives 8.8% (n = 350,000). AID 504332; further: on the % scale 0 is the no-effect control and ±100 the full control effect; nearly all actives have a fitted effect of over 75% in size
#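 AlphaScreen read-out: biotin-H3K9 peptide (500 nM) methylation by 20 nM enzyme with 20 uM SAM, 2 h at room temperature after 15 min compound preincubation; anti-monomethyl H3K9 antibody plus donor/acceptor beads, 10 min dark.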
# APE1 inh: blocks human APE1 abasic DNA cleavage. AID 2517. recombinant APE1, TAMRA/BHQ-2 abasic DNA cleavage fluorescence. Potency, µM (series often up to 65.8 µM), inactives show at the top dose activity change, negative = inhibition, most hits filed as inhibitors. P27695. actives 0.35% (n = 350,000);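 further: plate controls were vehicle for no effect and reference inhibitor for full effect; nearly all actives have a fitted effect of over 55% in size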
#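 Kinetic fluorescence read (525 ex/598 em nm, three reads 60 s apart) of AP-site incision; signal = third minus first read. Enzyme 0.75 nM, dual-labelled THF duplex 50 nM, compound preincubation 15 min RT.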
# POLK inh: DNA polymerase kappa (human) inhibition; Potency, µM (titrated, usually from 107 µM), for the others: top-dose activity, negative = inhibition, usual class: inhibitors; Q9UBT6; actives 0.53% (n = 400,000); purified Pol kappa, fluorescent DNA synthesis assay, 10 min; further: on the % scale 0 is the no-effect control and ±100 the full control effect
#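 Inhibition of 10 nM Pol kappa is measured by a fluorescent read-out at 0 and 10 min following addition of 50 nM substrate (final), with a 15-min room-temperature compound preincubation.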
# BLM inh: blocks DNA unwinding by human BLM helicase; P54132; recombinant BLM DNA unwinding, fluorescence dequenching; actives 0.2% (n = 350,000); Potency, µM (doses to about 56.1 µM), for the others: at the highest dose activity change, negative = inhibition, usual class: inhibitors;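 further: plate controls were vehicle for no effect and no enzyme for full effect; nearly all actives have a fitted effect of over 35% in size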
# Pol beta inh: blocks human DNA polymerase beta activity | AID 485314 | P06746 | Pol beta primer extension/strand displacement, fluorescence kinetic | Potency, µM (series often up to 114 µM), for the others: top-dose activity change, negative = inhibition, actives largely listed as inhibitors | actives 1.3% (n = 340,000); further: on the % scale 0 is the no-effect control and ±100 the full control effect
#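 Kinetic readout of DNA synthesis with strand displacement by Pol beta. Compound and 10 nM enzyme sit 15 min at room temperature; 50 nM substrate starts the reaction, read immediately and at 10 min.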
# BAZ2B inh: inhibitors of human BAZ2B bromodomain | actives 4.4% (n = 360,000) | Q9UIF8 | Potency, µM (titrated, usually from 114 µM), for inactives: at the top dose activity change, negative = inhibition, hits mostly inhibitors | AlphaScreen BAZ2B-H3K14Ac peptide displacement; further: on the % scale 0 is the no-effect control and ±100 the full control effect; nearly all actives have a fitted effect of over 60% in size
#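 AlphaScreen luminescence quantifies BAZ2B engagement of H3K14Ac peptide; the protein and biotinylated peptide are both at 50 nM final, buffer PBS pH 7.4 with 0.01% Tween-20, all steps at room temperature.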
# Starred values were filed as active, the others as inactive; u = inconclusive; x = not tested or not shown; & = joins results of further samples; [ ] = dose if it differs, or a comment. The call rests on the fitted dose curve; in most records, active means well fitted curve in the direction sought with a large enough effect; inconclusive means small, poorly fitted or top-dose-only effect, or another doubt; inactive means no such curve, though single readings can be large; an effect the other way counts as inactive or inconclusive. Potency means the concentration at half of the fitted maximal effect. A portion of the library; count on the stated rates, not on these rows.
# Values run as follows: Pol beta inh | APE1 inh | Apoferritin bind | BLM inh | BAZ2B inh | Pol iota inh | POLK inh | POLH inh | G9a block
C=CCSc1nc2c(c(=O)[nH]1)C(C(C)C)C(C#N)=C(N)O2 (stereo unspecified)
  0% | 5% | -10% | -3% | 9% | 48%[activator] | 6% | -22% | -23%
Cc1cc2c(SCC(=O)NCC3CCCO3)ncnc2s1 (stereo unspecified)
  16% | -5% | 30% | 0% | 4% | -5% | 14% | -14% | 20%
CCCc1nc(NCc2ccco2)c(C#N)c2c1COC(C)(C)C2
  -21% | -3% | -6% | -1% | 4% | 3% | 11% | 6% | 4%
CSc1nnnn1-c1ccc(C)c(Cl)c1
  u | 1% | -24% | 0% | 6% | 46%[activator] | -23% | -7% | 11%[59 µM]
Cc1c(Cl)cccc1NC(=O)Cn1nnc(C(=O)NCc2cccs2)c1N
  u | -9% | -12% | -4% | -17% | 89µM* | -26% | 79µM* | 3%
Clc1ccc(-c2nnc(-c3ccccc3)o2)cn1
  6% | 29% | 3% | -2% | 3% | 125%[activator] | 0% | u | 9%
COc1ccc(-n2c(=O)c3sc4ccccc4c3n(CC(=O)NCc3ccccc3)c2=O)cc1
  22% | x | -5% | -6% | -12% | 68%[activator] | 5% | -13% | -4%[59 µM]
O=C(CSc1nc(-c2ccccc2)cc(=O)[nH]1)NCc1ccc2c(c1)OCO2
  -1% | 1% | 7% | -10% | 5% | 44%[activator] | -15% | 2% | -3%[12.7 µM]
CCCN(Cc1cccs1)C(=O)Nc1ccc(Br)c(C)c1
  u | x | u | -7% | 29% | 3% | -14% | 3% | 29%[59 µM]
CCOC(=O)c1sc(NC(=O)c2nc(SC)ncc2Cl)c(C(=O)OCC)c1C
  3% | x | -3% | 0% | -3% | 27% | 2% | -26% | -22%[59 µM]
COc1ccc(C2NC(=O)NC(C)=C2C(=O)OCC2CCCCC2)cc1OC (stereo unspecified)
  -15% | 31% | -9% | -8% | -28% | -1% | 2% | -22% | 27%
Cc1ccc(OCc2nnc(SCC(=O)NC3CCCCC3)n2C)cc1
  -1% | 1% | -18% | -3% | 3% | 18% | -1% | -20% | 2%[12.7 µM]
COc1ccc(OC)c(S(=O)(=O)N2CCC(C(=O)N3CCN(c4ccc(F)cc4)CC3)CC2)c1
  26% | 10% | -4% | -3% | -29% | 32%[activator] | 0% | -26% | -13%
COc1ccc(N2CC(C(=O)NCCc3ccc(OC)c(OC)c3)CC2=O)cc1 (stereo unspecified)
  16% | 2% | -12% | -1% | x | -3% | -2% | -7% | -5%[59 µM]
COc1ccc(S(=O)(=O)NCCc2nnc3ccc(SCC(=O)Nc4ccc(C(F)(F)F)cc4)nn23)cc1
  18% | x | -6% | -5% | -16% | 26% | -2% | -5% | 4%[59 µM]
CC(C)=CCC/C(C)=C/CNC(=O)C[C@H]1C[C@H](C(=O)N2CCOCC2)[C@@]2(C)c3[nH]c4cc(CCC(=O)N(C)C)ccc4c3CCN2C1=O
  x | -20% | x | x | x | -2% | -3% | -11% | x
CC[C@@H]1[C@H]2CCCC(=O)N3CC[C@@H](C[C@@H]1Nc1ccccc1)[C@@H]23
  2% | 13% | -5% | -1% | -5% | 24%&36% | 7%&9% | -5% | -16%
Cc1nc(SCc2nc3ccc(C(=O)c4ccccc4)cc3[nH]2)c2oc3ccccc3c2n1
  x | -9% | x | x | x | u | -15% | -12% | x
OC1CCC(NC(=S)Nc2ccc(SC(F)F)cc2)CC1 (stereo unspecified)
  u | 22% | -7% | -5% | -5% | -7% | -2% | -16% | 9%
C[C@@H]1[C@H]2[C@@H](O[C@@H]3O[C@H](CO)[C@@H](O)[C@H](O)[C@H]3O)OC=C(C(=O)O)[C@H]2C[C@@H]1O
  x | -36% | x | x | 1% | 27% | -3% | -6% | -1%[12.7 µM]
O=C(NCCCN1CCOCC1)c1ccc(Cl)s1
  12% | 1% | -1% | 0% | -3% | -1% | -6% | 4% | 19%
CN(C)CCNC(=O)C(=O)NCC(c1cccnc1)N1CCN(c2ccccc2)CC1 (stereo unspecified)
  8% | x | 30%[activator] | 2% | -10% | 24% | -19% | -6% | -9%[59 µM]
COc1ccccc1N1CC(C(=O)Nc2ccc(C)c(S(=O)(=O)N3CCOCC3)c2)CC1=O (stereo unspecified)
  x | 1% | x | x | x | 34%[activator] | 4% | -19% | x
O=C(Nc1cc(Sc2nc3ccccc3s2)cc([N+](=O)[O-])c1)c1cccc(F)c1F
  -22% | 3% | -17% | -5% | u | -2% | -18% | -13% | -8%[59 µM]
CCc1cc2ccc(C)c(C)c2nc1SCC(=O)Nc1cc(C)on1
  10% | 0%[12.4 µM] | 8% | 2% | 10% | 30%[activator] | -21% | -2% | 12%[59 µM]
CC(C)(C)C(O)C(Cc1ccccc1Cl)n1cncn1 (stereo unspecified)
  5% | 20% | -9% | -2% | -4% | 6% | -7% | -3% | 3%
CCCN1CCN(CCCNC(=O)c2ccc3c(=O)n(CCc4ccccc4)c(=O)[nH]c3c2)CC1
  25% | 27% | -9% | 0% | 1% | 25% | 3% | -11% | -9%
CCOc1ccc(NC(=O)c2cc(S(=O)(=O)N3CCCCCC3)cn2C)cc1
  -1% | x | 4% | 2% | -18% | 24% | -7%[60.1 µM] | -6% | 3%[59 µM]
COc1ccc(CCNC(=O)C2CC(=O)N(CCc3ccccc3)C2)cc1OC (stereo unspecified)
  9%&8% | 2% | -5%&-17% | -2%&-1% | -23%&33% | 22%&-8% | 7% | -16%&7% | -30%
CCCn1ncc(CN2CCN(CCc3ccccc3)C(CCO)C2)c1C (stereo unspecified)
  u | 14% | -5% | 1% | 3% | 14% | 3%[60.1 µM] | -9% | x

# A few values from the results shown:
# G9a block, `CCOC(=O)c1sc(NC(=O)c2nc(SC)ncc2Cl)c(C(=O)OCC)c1C` reads -22%[59 µM]
# Pol beta inh, `COc1ccc(OC)c(S(=O)(=O)N2CCC(C(=O)N3CCN(c4ccc(F)cc4)CC3)CC2)c1` reads 26%

# More records:
# Values run as follows: Pol beta inh | APE1 inh | Apoferritin bind | BLM inh | BAZ2B inh | Pol iota inh | POLK inh | POLH inh | G9a block
C=CCOc1cccc(CNCc2ccncc2)c1
  21% | 27% | -1% | -4% | -34% | -10% | -15% | -10% | -46%[59 µM]
CCN1CCN(c2cc(C)c3cc(NC(=S)NCCN(C)C)ccc3n2)CC1
  18% | 25% | 1% | 68%[activator] | 0% | 36%[activator] | -4% | -12% | 50µM*
O=C(NC1CCN(Cc2ccccc2)CC1)c1ccccc1OCc1ccccc1
  24% | 38% | -1% | 2% | -17% | -10% | 5% | -8% | -9%[2.33 µM]
CCN=c1scc(-c2ccc3c(c2)NC(=O)CO3)n1N=C1CCCC1
  0% | -1% | u | -3% | 50µM* | 23%&13% | -17%&-3% | -9%&-21% | u
CCOP(=O)(OCC)C(NC(=O)c1ccc(OC)cc1)c1ccccc1 (stereo unspecified)
  -1% | -1% | 0% | -2% | 4% | -13% | 4% | -11% | -36%
N#C/C(=C\c1ccc(O)c(Br)c1)C(=O)N1CCCCC1
  22% | 6% | -20% | -1% | -13% | 70%[activator] | -10% | 2% | x
CCn1c(SCC(=O)NCc2ccc3c(c2)OCO3)nnc1-c1ccncc1
  63% | -3% | -6% | -1% | -12% | -2% | -12% | -8% | -50%
COc1ccccc1NC(=O)c1ccc(-n2cccn2)c([N+](=O)[O-])c1
  11% | -1% | -7% | -2% | u | 55%[activator] | -9% | -11% | x
C=CC[C@@H]1/C=C(\C)C[C@H](C)C[C@H](OC)[C@H]2O[C@@](O)(C(=O)C(=O)N3CCCC[C@H]3C(=O)O[C@H](/C(C)=C/[C@@H]3CC[C@@H](O)[C@H](OC)C3)[C@H](C)[C@@H](O)CC1=O)[C@H](C)C[C@@H]2OC
  x | 1%&-5% | u | -3%&-14%&-9% | x | x | u | x | -33%[12.7 µM]
Nc1nc(N)nc(-c2cc(O)ccc2O)n1
  x | -10% | x | x | 6% | -19% | -3% | -12% | 13%[0.501 µM]
O=C(CN1CCCCC1)Nc1cccc(Cl)c1Cl
  2% | -1% | -4% | -4% | 4% | 11% | 0% | -24% | -47%
[O-]C1=N/[N+](=C/c2ccccc2)CC1
  -17% | 4% | 6% | -3% | -26% | 29% | -2% | -16% | 14µM*
CCCCN=CC1=C(O)CC(c2ccccc2)CC1=O (stereo unspecified)
  -27% | -5% | -14% | 0% | -4% | 123%[activator] | -20% | 4% | u
CCC(=O)c1ccc(OCC(O)CNC2CCCC2)cc1 (stereo unspecified)
  36% | 15% | -11% | -8% | -6% | -2% | -10% | 4% | u
CCN(CC)CCNc1nc(SC)nc2sc3c(c12)CCN(C)C3
  -26% | 39% | 5% | 31%[activator] | -10% | 19% | -18% | -18% | u
O=C(N/N=C/c1ccco1)c1cc(-c2ccncc2)nc2ccccc12
  -26% | 17% | -17% | -7% | u | -25% | -2% | 4% | u
CN1C(=O)N(CC(=O)Nc2cccc(S(=O)(=O)N(C)c3ccccc3)c2)C(=O)C12CCCCC2
  x | -7% | x | x | 5% | 28% | -18% | -9% | 56µM*
CC1=C(C(=O)N2CCOCC2)C(c2c(F)cccc2F)NC(=O)N1 (stereo unspecified)
  7% | 1% | -4% | -4% | u | 21% | -8% | 13% | -41%
O=Cc1ccccc1Oc1nc(N2CCOCC2)nc(N2CCOCC2)n1
  -11% | 1% | -6% | 0% | -3% | -15% | -9% | 4% | -5%
COc1cccc(C(=O)NCC2CCCN2S(=O)(=O)c2ccccc2)c1 (stereo unspecified)
  x | 9% | x | x | 20% | 4% | -10% | -5% | -15%[0.501 µM]
O=C(NNC(=S)Nc1cccc(Cl)c1)c1ccccc1
  1% | -2% | -5% | -1% | -9% | 16% | -15% | -15% | 35µM*
Cc1cc(C(=O)NNC(=O)c2cccs2)c(C)o1
  x | 27% | x | x | 6% | 7% | -5% | 0% | 50%[12.7 µM]
CCOc1ccc(N(C)S(=O)(=O)c2ccc3[nH]cc(C(=O)NCc4ccccc4)c(=O)c3c2)cc1
  -21% | x | -2% | -4% | 5% | -10% | -3%[60.1 µM] | -10% | -5%[59 µM]
COc1ccc(-n2nc(C(=O)NCC(=O)NCc3ccc(F)cc3)c3ccccc3c2=O)cc1OC
  u | 21% | 0% | -22% | u | u | -1% | u | u
